Screening results from PubChem BioAssay.
NPY-Y1 antag = blocks the human neuropeptide Y Y1 receptor. HEK293-CNG Y1 cells, membrane potential fluorescence; NPY at EC95, then isoproterenol. 200,000 compounds, 1% hits. inhibition, % at 3.6 µM. AID 1040;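 active = inhibition above the campaign mean inhibition of all tested compounds plus 3 SD, cut at about 20% in these data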;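 note: 0% = DMSO wells given NPY plus isoproterenol and 100% = isoproterenol alone without NPY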
Target sequence (P25929 whole entry, looked up): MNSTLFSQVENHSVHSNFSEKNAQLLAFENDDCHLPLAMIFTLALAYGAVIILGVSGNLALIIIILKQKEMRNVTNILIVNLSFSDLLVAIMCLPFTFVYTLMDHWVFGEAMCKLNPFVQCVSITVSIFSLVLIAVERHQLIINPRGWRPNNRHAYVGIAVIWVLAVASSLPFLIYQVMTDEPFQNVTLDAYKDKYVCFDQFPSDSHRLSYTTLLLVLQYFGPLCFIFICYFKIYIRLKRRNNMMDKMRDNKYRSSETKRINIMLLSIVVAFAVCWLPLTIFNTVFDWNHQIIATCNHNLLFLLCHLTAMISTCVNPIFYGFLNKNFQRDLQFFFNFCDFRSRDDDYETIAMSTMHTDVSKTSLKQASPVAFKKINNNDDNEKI
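Test system – HEK293 Y1/CNG channel cell line · Also added – NPY agonist 25 nM, then isoproterenol 1 µM plus Ro 20-1724 25 µM · Compound dosing – one concentration, 3.6 µM, in 0.4% DMSO · Schedule – compound incubation 1 h at room temperature, readout 45 min post-stimulation · Technique – fluorescence, membrane potential probe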
TRPML3 agonist = agonists of human TRPML3 channel; AID 1448; activation, % at 3 µM; 220,000 compounds, 0.29% hits; Q8TDD5; HEK293 TRPML3-YFP, Fluo-8 calcium fluorescence; 100% = the carbachol control signal;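 active = activation above its plate's cutoff, the mean activation of the plate's test wells plus 3 SD, cut at about 12% in these data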;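 note: 0% = DMSO only wells and 100% = carbachol wells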
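Test system: TRPML3-YFP stable HEK293 cells. Doses: single point at 3 µM. Incubation: dye loading 1 h 37 °C then 30 min ambient, 125 s read. Signal: Fluo-8 calcium dye fluorescence, ex 470-495, em 515-575 nm. Measure: percent activation from peak-to-basal fluorescence ratio, scaled between DMSO and carbachol.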
S1P4 ag = agonists of human S1P4 receptor. S1P4-expressing cell line, agonist reporter assay. activation, % at 4.98 µM. 220,000 compounds, 0.35% hits. AID 1509; in the data active = activation above about 11%;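 note: 0% = DMSO vehicle and 100% = reference agonist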
Target sequence (O95977 whole entry, looked up): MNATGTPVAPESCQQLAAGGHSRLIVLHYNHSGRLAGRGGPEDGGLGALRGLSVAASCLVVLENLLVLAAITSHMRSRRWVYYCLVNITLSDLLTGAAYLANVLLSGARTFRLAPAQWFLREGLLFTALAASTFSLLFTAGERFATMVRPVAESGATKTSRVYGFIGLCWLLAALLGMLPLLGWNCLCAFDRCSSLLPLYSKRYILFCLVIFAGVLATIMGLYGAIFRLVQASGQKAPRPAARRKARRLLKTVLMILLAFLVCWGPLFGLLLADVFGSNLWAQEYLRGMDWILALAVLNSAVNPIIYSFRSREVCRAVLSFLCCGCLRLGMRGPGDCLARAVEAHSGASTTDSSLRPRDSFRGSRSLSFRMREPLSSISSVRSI
TRPN1 ag = agonists of zebrafish TRPN1 channel; HEK293 zebrafish TRPN1-YFP, Fluo-8 calcium fluorescence; 100% = response to 87 µM carbachol; activation, % at 3 µM; 220,000 compounds, 0.18% hits; AID 1424;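 active = activation above its plate's cutoff, the mean activation of test wells on that plate plus 3 SD, cut at about 19% in these data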;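 note: 0% = DMSO alone and 100% = 87 µM carbachol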
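Assay system: Zebrafish TRPN1-YFP in HEK293 cells | Incubation: Dye loading 1 h at 37 °C, then 30 min room temperature | Measured by: Kinetic Fluo-8 fluorescence, ex 470-495, em 515-575 nm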
EP2 mod = EP2 receptor (human) modulation | EP2-expressing cells, cAMP HTRF FRET, PGE2 co-stimulation | 260,000 compounds, 0.83% hits | induction, % at 25 µM | P43116 | AID 940;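 active = compounds whose cAMP rise, as percent of the full-agonist control response, exceeds 60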;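 note: rat C6 glioma line stably carrying human EP2 under a CMV promoter; the protocol text gives 20 µM as final concentration; 100% = response of wells given 1 µM PGE2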
NPY2 pot ag = potentiates or activates human NPY-Y2 receptor | P49146 | cells expressing NPY-Y2, potentiator/agonist read-out | 220,000 compounds, 0.45% hits | activation, % at 3.6 µM; in the data active = activation above about 27%;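 note: cells stimulated with NPY near EC25 plus isoproterenol at EC100; 0% = vehicle plus submaximal agonist and 100% = vehicle plus saturating agonist; some results beyond the cut were filed as inactive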
NPY1 pot ag = potentiators or agonists of human neuropeptide Y receptor Y1 | NPY-Y1 expressing cells, potentiator/agonist activation | activation, % at 3.6 µM | 220,000 compounds, 0.37% hits; in the data active = activation above about 33%, passing the limit was not always enough;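 note: cells stimulated with NPY at EC10 then isoproterenol at EC100; 0% = low agonist plus stimulus and 100% = saturating agonist plus stimulus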
S1P4 antag = blocks the human S1P4 receptor; O95977; S1P4-expressing cells, antagonist mode, reporter read-out; inhibition, % at 4.98 µM; 220,000 compounds, 0.26% hits; in the data active = inhibition above about 29%;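 note: 0% = wells stimulated with agonist and 100% = vehicle wells without agonist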
CHOP inhibitor = inhibitors of CHOP induction in ER stress response; CHO-K1 CHOP-promoter luciferase, tunicamycin-induced, 15-18 h; inhibition, % at 10 µM; 220,000 compounds, 3.8% hits; AID 2732;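 active = compounds that reduced the stress-induced luciferase reporter signal by more than about 70% of percent inhibition, limit read from the data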;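 note: 0% = tunicamycin plus vehicle and 100% = wells without tunicamycin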
An asterisk follows results filed as active; · = no result given; & = joins results of further samples.

SMILES	NPY-Y1 antag	TRPML3 agonist	S1P4 ag	TRPN1 ag	EP2 mod	NPY2 pot ag	NPY1 pot ag	S1P4 antag	CHOP inhibitor
CCC(=O)Nc1ccc(C(=O)CSc2nnc(-c3ccccc3F)n2CCc2ccccc2)cc1	8	0.8	0.9	-1.2	0	-1	12	9	10
CCCCN(C)C(=O)c1cc2cc3ccc(OC)cc3nc2s1	9	-0.1	-3.3	2.6	-18	-18	-4	10	55
COc1ccc(OC)c(NC(=O)N2CCCC(C(=O)c3ccccc3OC)C2)c1 (stereo not drawn)	-1	-0.4	1.2	-0.6	-33	-2	19	-32	10
CC(C)OC(=O)c1c(NC(=O)CCn2nnc3ccccc32)sc2c1CCCC2	7	-1.1	0.6	0.5	53	-4	3	4	34
COc1ccc(OC)c(N/C=C2/CCCCC2=O)c1	7	-0.5	-1.9	-1.1	18	2	-33	-10	15
CC1CCN(S(=O)(=O)c2cccc(-c3nnc(-c4cccnc4)o3)c2)CC1	5	-0.5	1.0	0.2	15	14	-16	-3	36
COc1ccc(CC(=O)Nc2ccccc2C(=O)N2CCOCC2)cc1	2	0.1	1.9	-1.0	5	11	12	-8	10
CCC(O)(CC)C(=O)N=Nc1c(O)[nH]c2ccccc12	5	-0.1	0.6	-1.0	0	2	-6	-7	14
O=C1/C(=C/c2ccc(N3CCOCC3)o2)SC(=Nc2ccccc2)N1CCc1c[nH]c2ccccc12	-2	0.8	-0.2	1.6	25	17	-13	46*	-20
Cc1cc(C)cc(NCC(=O)Nc2c(C)cccc2C)c1	0	-0.4	-1.3	-0.7	28	16	-10	1	7
COc1cccc(CN2CCN(c3nc4nonc4nc3NC3CC3)CC2)c1	3	-0.1	3.9	2.2	-5	0	14	-4	33
COc1cccc(NC(=O)NCc2cccn2C)c1	-2	0.2	1.8	0.3	·	3	0	6	·
CC1=C(C(=O)N2CCOCC2)C(c2ccc(O)cc2)NC(=S)N1 (stereo not drawn)	2	0.9	1.4	2.0	26	-2	-27	-21	2
COc1cc(OC)nc(Oc2ccc(NC(C)=O)cc2)n1	-7	-0.5	2.6	3.0	6	-4	5	0	-1
O=C(CCCn1c(=O)[nH]c2cc(Cl)ccc2c1=O)N1CCN(c2ccc([N+](=O)[O-])cc2)CC1	0	1.0	-1.4	0.2	-32	-7	4	-5	34

An excerpt taken from the entries so far, for reference:
SMILES	NPY-Y1 antag	TRPML3 agonist	S1P4 ag	TRPN1 ag	EP2 mod	NPY2 pot ag	NPY1 pot ag	S1P4 antag	CHOP inhibitor
COc1cc(OC)nc(Oc2ccc(NC(C)=O)cc2)n1	-7	-0.5	2.6	3.0	6	-4	5	0	-1
O=C(CCCn1c(=O)[nH]c2cc(Cl)ccc2c1=O)N1CCN(c2ccc([N+](=O)[O-])cc2)CC1	0	1.0	-1.4	0.2	-32	-7	4	-5	34

(further entries)
SMILES	NPY-Y1 antag	TRPML3 agonist	S1P4 ag	TRPN1 ag	EP2 mod	NPY2 pot ag	NPY1 pot ag	S1P4 antag	CHOP inhibitor
COc1ccc(C2=CC(=O)CC(c3ccc(OC)cc3)C2)cc1 (stereo not drawn)	2	0.0	0.3	-0.5	-47	-6	-21	-3	39
Cn1c(SCC(=O)Nc2sccc2C#N)nnc1-c1ccccc1	-3	0.2	0.8	-0.3	-14	6	-35	-6	-5
CC12COC3(C(=O)Nc4cccnc4)CC1CCC32C (stereo not drawn)	-6	1.6	2.5	2.7	8	3	6	-8	10
NC(=O)Cn1c(S(=O)(=O)Cc2ccccc2)nc2ccccc21	3	0.4	-0.7	0.6	·	8	-4	0	·
O=C1C2C3C=CC(C3)C2C(=O)N1CNc1ccccn1 (stereo not drawn)	13	1.1	-2.5	-0.1	-5	21	14	8	7
CN=C(Nc1cc(C)nn1CCC#N)c1ccccc1F	3	1.2	1.1	0.8	20	6	1	21	6
CCOC(=O)N1CCN(C(=O)Nc2ccc3oc(C)nc3c2)CC1	8	0.1	0.3	0.4	-4	2	20	-5	38
Cc1cc(C)cc(NC(=O)N2CCC(C(=O)c3ccc(F)cc3)CC2)c1	-3	0.2	0.3	1.1	-63	-16	-4	7	-5
CCC(=O)Nc1ccc2c(c1)nc(CN1CCCCC1)n2C	-5	1.2	0.2	1.0	19	8	4	-9	4
Cc1cccc[n+]1CC(=O)c1ccc2c(c1)OCCO2	-2	0.9	-1.7	-1.0	8	4	-1	4	3
CCOC(=O)C(Cc1ccccc1)C(=O)Nc1ccc(NC(=O)C(Cc2ccccc2)C(=O)OCC)cc1 (stereo not drawn)	1	0.2	3.9	0.6	7	-8	-3	-11	24
CC(C)c1ccc(C(=O)NCCCN(C)C)cc1	2	1.1	0.5	2.9	14	12	-8	-12	41
COc1ccccc1N1CCN(C(=O)c2cccc(Oc3ccccc3)c2)CC1	9	-0.9	0.4	-2.4	8	-1	-18	1	18
COc1ccccc1CNC(=O)Cn1cc2c(n1)CCCC2	-4	-0.6	1.1	1.7	-12	11	2	0	11
COc1c(Cl)cc(Cl)cc1/C=C/C(=O)c1ccc(NC(=O)c2cccs2)cc1	2	1.4	0.9	1.6	-27	13	-9	-26	-116
O=C(COC(=O)c1cc(=O)[nH]c2ccccc12)Nc1nc(-c2ccccc2)cs1	-1	0.3	0.3	-0.6	-76	4	10	-4	-4
CCOP(=O)(c1ccccc1)C1(C#N)CC1 (stereo not drawn)	-2	0.5	-0.9	1.4	27	5	1	6	-3
C/C(=N\NC(=O)CNc1cccc2ccccc12)c1ccccc1	0	0.7	0.8	0.7	1	-15	-4	-14	-3
COc1cccc(C(=O)NN2CC(O)=C(c3nc4ccccc4s3)C2=N)c1	-1	0.9	0.1	0.2	-6	-7	1	-18	25
CCCCCCCn1ccc(O)c(CC(=O)OC)c1=O	0	-2.1	0.8	1.1	19	4	-15	3	17
O=C(c1cccs1)N1CCN(C2CCN(Cc3ccccc3)CC2)CC1	1	0.5	0.7	1.9	8	-3	-17	3	-3
CCOC(=O)Cc1c(Cl)c2ccccc2[nH]c1=O	-1	0.0	0.2	-1.8	4	5	2	-19	13
CC(C)(C)c1ccc(/C=C/C(=O)Nc2nncs2)cc1	-1	0.3	3.6	1.0	12	-11	-7	4	-19
N#CC1=C(N)Oc2cc(O)ccc2C1c1ccncc1 (stereo not drawn)	0	0.3	1.2	0.3	-11	-6	-1	4	19
CCN1C/C(=C\c2cccc(C)c2)c2nc3ccccc3c(C(=O)O)c2C1	0	0.8	0.8	0.4	-1	-1	8	-9	-3
CC(C)(C)c1csc(Sc2ncccc2[N+](=O)[O-])n1	·	-0.1	0.8	-1.4	31	-6	-1	-7	-17
Cc1ccc(C)c(NC(=O)Cc2coc3cc4c(cc23)CCC4)c1	1	-0.1	3.6	-0.8	26	2	-5	-2	85*
CCc1n[nH]c(=S)n1/N=C/c1cc(Br)c(O)c(OC)c1	·	0.0	0.8	1.8	17	0	8	-3	4
O=C(O)COc1ccc(/C=N/NC(=O)COc2nsnc2N2CCOCC2)cc1	9	0.7	-1.1	1.2	28	17	2	7	-3
O=C(O)CC(CP(=O)(c1ccccc1)c1ccccc1)C(=O)O (stereo not drawn)	4	1.0	0.3	2.2	17	9	16	8	-8

Among those listed so far, three contain a COOH group:
SMILES	NPY-Y1 antag	TRPML3 agonist	S1P4 ag	TRPN1 ag	EP2 mod	NPY2 pot ag	NPY1 pot ag	S1P4 antag	CHOP inhibitor
CCN1C/C(=C\c2cccc(C)c2)c2nc3ccccc3c(C(=O)O)c2C1	0	0.8	0.8	0.4	-1	-1	8	-9	-3
O=C(O)COc1ccc(/C=N/NC(=O)COc2nsnc2N2CCOCC2)cc1	9	0.7	-1.1	1.2	28	17	2	7	-3
O=C(O)CC(CP(=O)(c1ccccc1)c1ccccc1)C(=O)O (stereo not drawn)	4	1.0	0.3	2.2	17	9	16	8	-8

(cont.)
SMILES	NPY-Y1 antag	TRPML3 agonist	S1P4 ag	TRPN1 ag	EP2 mod	NPY2 pot ag	NPY1 pot ag	S1P4 antag	CHOP inhibitor
COc1ccccc1-c1nnc(NC(C)=O)s1	7	-0.1	0.9	1.4	1	-13	5	-12	-17
O=C(NC(=S)NC1CCSC1=O)c1cccs1 (stereo not drawn)	-3	0.7	1.1	-0.6	-1	7	17	3	17
COCCn1c(-c2ccccc2)nc2oc3cc(OC)ccc3c(=O)c2c1=O	1	-0.5	-0.3	0.8	22	-10	-8	-9	10
O=C1Cc2ccccc2Sc2ccc(O)cc21	-2	3.0	1.0	-0.8	-3	-11	23	-9	12
Cc1c(C(=S)Nc2ccccc2)cnn1-c1ccccc1	-2	1.4	2.7	0.7	-17	17	32	-8	55
O=C(CNC(=O)c1ccc(-c2ccccc2)cc1)OCc1c(Cl)cccc1Cl	-2	0.3	-2.0	0.7	-41	-6	7	-12	45
COc1cc(/C=N/n2nnnc2N)ccc1OCc1c(C)no[n+]1[O-]	17	0.6	-0.5	-1.0	4	-18	-11	-8	0
O=S(=O)(NCc1ccncc1)c1ccccc1	-6	2.6	1.3	3.7	13	7	12	-1	37
COc1ccc(OC)c(NC(=O)c2c(NC(=O)CCC(=O)O)sc3c2CCCCC3)c1	1	0.3	0.9	-0.1	-9	0	-13	-20	-25
C/C(N)=C(/C#N)C(=O)COC(=O)c1ccc(NC(N)=O)cc1	·	1.0	-0.6	1.7	0	15	24	-4	-12
CCC(C)COC(=O)c1ccc(C(=O)O)cc1 (stereo not drawn)	6	1.0	2.8	1.5	-1	-8	-15	-13	2
CC1(C)C2CC=C(/C=N/NC(=O)c3ccccc3Br)C1C2 (stereo not drawn)	4	0.5	0.8	-0.8	5	3	6	-18	54
NC(=O)C1CCCN(C(=O)c2ccc(Cl)cc2)C1 (stereo not drawn)	2	0.6	-0.7	0.4	15	12	12	2	39
CCOC(=O)c1ncn2c1C(=O)OC2(C)C	-1	0.1	0.3	2.2	25&-1	3	12	-17	15
C1CN(CC2CCN(c3nc4nonc4nc3N3CCSCC3)CC2)CCO1	2	0.9	-0.9	2.2	9	-1	-20	5	-13
CC(C)Nc1nc(NC(C)C)nc(OCCOC(=O)Nc2ccccc2)n1	0	-0.4	-3.2	0.3	1	-4	-13	1	17
COc1ccc(C(=O)Cn2c(NCCO)nc3ccccc32)cc1OC	4	0.9	1.6	-0.4	-5	6	3	-28	19
O=C(CS(=O)(=O)c1cn(Cc2ccccc2Cl)c2ccccc12)N1CCOCC1	-2	1.2	-0.5	-0.2	-4	-1	-22	-6	29

Compound profiles (already shown):
O=C1Cc2ccccc2Sc2ccc(O)cc21 is listed with NPY-Y1 antag = -2; TRPML3 agonist = 3.0; S1P4 ag = 1.0; TRPN1 ag = -0.8; EP2 mod = -3; NPY2 pot ag = -11; NPY1 pot ag = 23; S1P4 antag = -9; CHOP inhibitor = 12
Cc1c(C(=S)Nc2ccccc2)cnn1-c1ccccc1 is listed with NPY-Y1 antag = -2; TRPML3 agonist = 1.4; S1P4 ag = 2.7; TRPN1 ag = 0.7; EP2 mod = -17; NPY2 pot ag = 17; NPY1 pot ag = 32; S1P4 antag = -8; CHOP inhibitor = 55
